Compound activity as filed in PubChem BioAssay.
Rab9 prom act: activators of Rab9 promoter; Potency, µM (doses to about 9.22 µM), for inactives: at the top dose activation, negative = inhibition, most hits filed as activators; 320,000 compounds, 2.8% hits; Huh7 Rab9 promoter-luciferase reporter, luminescence, 24 h; further: potency means the concentration at half of the fitted maximal effect; % of control where 0% means no effect; nearly all actives have a fitted effect of over 60% in size
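Measured in stably transfected Huh7 cells bearing a Rab9 promoter–luciferase construct: 24 h compound treatment at 37 °C, followed by luminescence detection.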
VP16 counter: Gal4-VP16 reporter inhibition counter-screen | Drosophila S2 Gal4-VP16 UAS-luciferase, luminescence, 20 h | Potency, µM (titrated, usually from 53.6 µM), for the others: top-dose activity, negative = inhibition, most hits filed as inhibitors | 310,000 compounds, 3.5% hits | AID 2546;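 further: Gal4-VP16 expression switched on by copper sulfate through the metallothionein promoter; potency means the concentration at half of the fitted maximal effect; on the % scale 0 is the no-effect control and ±100 the full control effect; nearly all actives have a fitted effect of over 50% in size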
NPC1 promoter act: NPC1 promoter activation | Potency, µM (doses to about 9.22 µM), for inactives: at the top dose activation, most hits filed as activators | Huh7 NPC1 promoter luciferase reporter, 24 h | 320,000 compounds, 2.4% hits;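 further: potency means the concentration at half of the fitted maximal effect; % of control where 0% means no effect; nearly all actives have a fitted effect of over 60% in size; reporter is driven by a mutant NPC1 promoter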
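Stable NPC1-promoter luciferase Huh7 line; cpd (DMSO) 24 h, 37 °C, 5% CO2; Amplite luciferase reagent 10 min RT; luminescence readout. qHTS format.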
Coupling enz: inhibits coupling enzyme system, counter-screen for aldolase hits; coupling enzyme system counterscreen, AmpLite Red fluorescence; activity change, negative = inhibition, % at 58.2 µM, hits read low; 290,000 compounds, 0.67% hits; in the data active means activity change below about -30%; further: on the % scale 0 is the no-effect control and ±100 the full control effect
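Coupling enzymes only (glyceraldehyde-3-phosphate) + compound, at 57.5 uM final, 10 min RT; add substrate/coupling/AmpLite Red mix, 20 min RT; fluorescence ex 525/em 598 nm. Actives flag coupling-system interference.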
KCNH2 3.1 inh: blocks the human KCNH2 3.1 channel isoform | U2OS KCNH2 3.1, thallium flux FluxOr; hits give low values | activity change, % (tested at about 1.8 µM) | 340,000 compounds, 0.95% hits;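 active means maximum activity change below -70%; inconclusive means maximum activity change from -70% to -50%; inactive means maximum activity change above -50%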;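 further: thallium influx rate constant from kinetic fluorescence after stimulation buffer; on the % scale 0 is the no-effect control and ±100 the full control effect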
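Channel expression came from 3.1 mutant virus (1.77 x 10^8 /mL) applied to suspended U2OS cells for 4 h. Flux was tracked with FluxOr dye plus Red40 quencher, and kinetic rate constants normalized to controls.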
ELG1 genotoxic: induces genotoxicity in HEK293T cells with luciferase-tagged ELG1. 330,000 compounds, 1.3% hits. AID 504466. HEK293T ELG1-luciferase reporter, luminescence, 16 h. Potency, µM (top dose mostly 46 µM), for the others: at the highest dose activity change, positive = activation, hits mostly activators; further: potency means the concentration at half of the fitted maximal effect; % of control where 0% means no effect; nearly all actives have a fitted effect of over 60% in size
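Luminescence read-out: rising ELG1-luciferase signal, reflecting elevated ELG1 protein under genetic stress, flags genotoxic compounds. Cells were treated for 16 hr at 37 °C before ONE-Glo detection.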
FLuc counter: inhibits or activates purified firefly luciferase, miR-21 counter-screen. AID 588342. Potency, µM (series often up to 57.5 µM), for inactives: top-dose activity change, negative = inhibition, usual class: inhibitors. purified FLuc, Km substrates, luminescence inhibition. 360,000 compounds, 6.9% hits;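 further: potency means the concentration at half of the fitted maximal effect; plate controls were vehicle for no effect and reference inhibitor for full effect; nearly all actives have a fitted effect of over 55% in size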
Target sequence (P08659 whole entry, looked up): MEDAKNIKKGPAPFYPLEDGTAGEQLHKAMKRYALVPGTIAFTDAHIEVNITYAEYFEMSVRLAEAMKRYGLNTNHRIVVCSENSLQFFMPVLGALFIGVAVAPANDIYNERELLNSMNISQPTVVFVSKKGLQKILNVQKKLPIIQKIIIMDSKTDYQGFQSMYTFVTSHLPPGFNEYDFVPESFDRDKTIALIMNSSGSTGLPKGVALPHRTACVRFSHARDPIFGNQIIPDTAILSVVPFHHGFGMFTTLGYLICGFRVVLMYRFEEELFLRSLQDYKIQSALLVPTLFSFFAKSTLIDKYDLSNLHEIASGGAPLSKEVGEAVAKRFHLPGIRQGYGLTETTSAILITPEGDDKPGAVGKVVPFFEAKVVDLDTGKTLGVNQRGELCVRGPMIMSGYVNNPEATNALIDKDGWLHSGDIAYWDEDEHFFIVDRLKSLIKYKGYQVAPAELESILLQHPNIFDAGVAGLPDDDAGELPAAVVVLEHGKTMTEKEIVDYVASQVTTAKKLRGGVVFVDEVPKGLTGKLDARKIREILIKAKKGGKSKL
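Purified P. pyralis luciferase (10nM final) with 10uM D-luciferin and 10uM ATP (Km levels) in 50mM Tris acetate pH 7.5, 10mM Mg acetate, 0.01% Tween-20, 0.05% BSA; qHTS 6-point titration, ~60 µM downward; luminescence read.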
uPA generation: cell surface uPA generation inhibition. AID 540303. 330,000 compounds, 0.31% hits. cell surface uPA generation assay, qHTS. Potency, µM (top dose mostly 38.3 µM), without a hit: at the top dose activity change, negative = inhibition, usual class: inhibitors; active means well fitted inhibition curve with a large enough effect; inconclusive means small, poorly fitted or top-dose-only effect; inactive means no such curve, though single readings can be large or run the other way; tested in mouse RAW 264.7 cells; further: potency means the concentration at half of the fitted maximal effect; on the % scale 0 is the no-effect control and ±100 the full control effect; nearly all actives have a fitted effect of over 55% in size
Tb PFK block: blocks T. brucei phosphofructokinase | O15648 | T. brucei PFK, ADP-Glo luminescence | Potency, µM (doses to about 57.5 µM), for the others: at the highest dose activity, negative = inhibition, hits mostly inhibitors | 330,000 compounds, 0.17% hits | AID 485367;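 further: potency means the concentration at half of the fitted maximal effect; 0% = uninhibited 1x PFK enzyme wells and -100% = no-enzyme wells; nearly all actives have a fitted effect of over 60% in size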
Target sequence (O15648 whole entry, looked up): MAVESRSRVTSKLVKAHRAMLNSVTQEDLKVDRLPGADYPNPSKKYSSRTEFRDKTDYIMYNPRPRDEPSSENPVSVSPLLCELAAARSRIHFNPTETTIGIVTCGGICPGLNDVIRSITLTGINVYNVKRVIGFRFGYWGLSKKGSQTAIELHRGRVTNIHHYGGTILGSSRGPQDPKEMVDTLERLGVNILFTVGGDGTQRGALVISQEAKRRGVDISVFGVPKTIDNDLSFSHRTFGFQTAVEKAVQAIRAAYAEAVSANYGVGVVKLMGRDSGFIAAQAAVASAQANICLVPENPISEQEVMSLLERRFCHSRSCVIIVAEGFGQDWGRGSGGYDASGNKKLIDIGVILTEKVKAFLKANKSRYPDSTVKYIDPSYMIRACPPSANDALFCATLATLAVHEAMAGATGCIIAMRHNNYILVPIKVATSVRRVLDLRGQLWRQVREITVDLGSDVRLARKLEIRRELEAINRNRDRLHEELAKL
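In TEA buffer at pH 8.0 with 5 mM MgCl2, enzyme (1.25 nM) converted F6P (0.5 mM) and ATP (0.1 mM) for 45 min at room temperature. ADP product was read by luciferase luminescence.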
Giardia kill: Giardia lamblia killing. Giardia lamblia trophozoite viability. 340,000 compounds, 0.15% hits. activity change, % at 7.66 µM, hits read low. AID 540267; in the data active means activity change below about -80%; inconclusive means between about -30% and that limit;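 further: parasites exposed to compound for two days anaerobically before the ATP read; on the % scale 0 is the no-effect control and ±100 the full control effect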
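Luminescent ATP signal served as the viability read-out, measured 15-30 min after adding ATP detection reagent to trophozoites that had been incubated with compounds for 48 hrs at 37 deg C anaerobically at 100 cells/well.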
RORg inh: blocks mouse ROR gamma transcriptional activity; P51450; Drosophila S2 Gal4-RORgamma UAS-luciferase reporter, 20 h; Potency, µM (doses to about 53.6 µM), inactives show at the top dose activity change, negative = inhibition, hits mostly inhibitors; 310,000 compounds, 5.4% hits; AID 2551; further: potency means the concentration at half of the fitted maximal effect; on the % scale 0 is the no-effect control and ±100 the full control effect; nearly all actives have a fitted effect of over 60% in size
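Drosophila Schneider cells stably carrying a metallothionein-driven Gal4 DBD–ROR gamma fusion and a UAS-Photinus luciferase reporter were exposed to compound for 1 hr, then induced with copper sulfate (700 uM final) for 20 hr at ambient temperature before luminescence reading.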
Starred values were filed as active, the others as inactive; ? = inconclusive; . = not tested or not shown; & = joins results of further samples; [ ] = dose if it differs, or a comment. Unless noted, the call rests on the fitted dose curve; in most records, active means well fitted curve in the direction sought with a large enough effect; inconclusive means small, poorly fitted or top-dose-only effect, or another doubt; inactive means no such curve, though single readings can be large; an effect the other way counts as inactive or inconclusive.

Results follow in this order: Rab9 prom act | VP16 counter | NPC1 promoter act | Coupling enz | KCNH2 3.1 inh | ELG1 genotoxic | FLuc counter | uPA generation | Tb PFK block | Giardia kill | RORg inh
Cc1cccc2cc(CN(Cc3cccnc3)C(=O)c3ccccc3F)c(Cl)nc12
    -12% | -6%[0.365 µM] | -4% | 2 | 1 | -32%[inhibitor] | -12% | -4% | 3% | -3 | -31%
O=c1c(-c2ccc3c(c2)OCCO3)coc2cc(OC3OC(CO)C(O)C(O)C3O)ccc12 (stereo not given)
    0.5µM* | -13% | 0.56µM* | 2 | -6 | ? | 11µM* | -3% | -3% | -27 | -17%
O=C(Nc1ccc2c(c1)C(=O)NC2=O)c1ccc(S(=O)(=O)N2CCCC2)cc1
    15% | 3% | 22% | -3 | -1 | 9% | -1% | -13% | -21% | -4 | 1%
Cc1ccccc1C(=O)N1CCC(C(=O)NN2C(=O)NC3(CCCCC3)C2=O)CC1
    -4% | . | -4% | . | 7 | -1% | -2% | 8% | -2% | -7 | .
COc1ccc(CCCc2nnc(SCc3nc4ccccc4c(=O)[nH]3)n2C)c(C)c1
    1% | -5% | -1% | 1 | 11 | 0% | 7% | 3% | 0% | 10 | 22%
COc1c(O)cnn(-c2ccccc2)c1=O
    -4% | -5% | 0% | 1 | 9 | 0% | 0% | 13% | 0% | -13 | -1%
CCOc1ccc(N/C(=N/c2nc(C)cc(C)n2)NC(=O)CC)cc1
    -7% | 1% | -1% | -1 | -16 | -7% | 1% | 2% | -16% | 6 | -19%
O=S(=O)(/C=C/c1ccccc1)Nc1cccc(S(=O)(=O)NC2=NCCC2)c1
    0% | 10% | -2% | 5 | 16 | -2% | -9% | -2% | -6% | 8 | -1%
Nc1ncnc(Oc2cccc(C(F)(F)F)c2)c1[N+](=O)[O-]
    2% | -6% | -1% | -1 | -6 | -3% | 3% | -7% | -1% | -4 | ?
O=C(c1ccc(CS(=O)(=O)c2c(Cl)cccc2Cl)o1)N1CCN(c2ccccn2)CC1
    5% | 6% | -1% | 0 | 2 | -18% | 8% | -25% | -9% | 0 | 1%
Cc1cc(NC(=O)CN2CCN(Cc3ccccc3)CC2)nc2c1c(=O)oc1ccccc12
    -1% | -1% | 1% | 0 | . | -5% | 1% | . | -5% | . | 1%
CCOc1ccc(NC(=O)CCc2c(C)nn(-c3ccc(N4CCCCC4)nn3)c2C)cc1
    2.8µM* | 3% | ? | . | 3 | ? | 2.7µM* | -18% | -1% | 17 | -1%
O=C(CSc1ccccn1)N1CCOCC1
    -6% | -11% | -4% | 2 | -15 | 0% | 1% | 0% | 1% | 1 | 8%
CC(C)c1ccc(NC(=O)c2sccc2-n2cccc2)cc1
    2.8µM* | 1% | 4µM* | -4 | 4 | 5% | ? | ? | 2% | -15 | -2%
CC(=O)[C@@H]1[C@@H]2C(=O)N(c3ccc(F)c(Cl)c3)C(=O)[C@@H]2C2c3ccccc3C=CN21 (stereo not given in full)
    -2% | -6% | -2% | -2 | . | -1% | -11% | . | -1% | . | 1%
COc1ccccc1N1C(=O)CC(N2CCN(c3ccc([N+](=O)[O-])cc3)CC2)C1=O (stereo not given)
    -5% | -3% | -1% | 0 | -28 | -7% | 6% | -24% | 1% | 7 | 27%
CCCC(=O)Nc1nnc(S(=O)(=O)N2CCCC2)s1
    -1% | 0% | -9% | 0 | -2 | -1% | -1% | 0% | 0% | 4 | 3%
Cc1cccn2cc(-c3cc4ccccc4oc3=O)nc12
    0.14µM* | -15% | 0.11µM* | -3 | 2 | 0.82µM* | 0.19µM* | -3% | -3% | 11 | 3%
CC1=Nc2ccc(C)cc2N(Cc2ccccc2)C(=O)C1
    9% | -1% | 3% | -2 | -3 | -7% | 0% | -9% | -4% | -2 | -5%
CSCCC(NS(=O)(=O)c1ccc(Br)cc1)C(=O)OCC(=O)NC1CC1 (stereo not given)
    -5% | 8% | -2% | 3 | 13 | -4% | 1% | -1% | -2% | 5 | 2%
COc1ccccc1C(c1nnnn1CC1CCCO1)N1CCC(C(N)=O)CC1 (stereo not given)
    0% | -1% | -1% | 6 | -2 | 0% | -1% | -10% | 2% | -5 | ?
CCOC(=O)C1C(=O)C=C(Nc2ccccc2F)CC1c1ccccc1 (stereo not given)
    ? | 1% | ? | 11 | 7 | 12% | 17µM* | -7% | -15% | -1 | 19%
FC(F)Oc1ccc(NC(=S)Nn2cnnc2)cc1
    -6% | -14% | 0% | -1 | -11 | -3% | ? | -7% | -7% | -7 | -25%
Cc1ccc2c(c1)N(CC(=O)N(Cc1ccccn1)Cc1ccco1)C(=O)C(C(C)C)O2 (stereo not given)
    1% | -3% | 1% | 0 | 10 | -1% | 4% | 9% | -7% | -15 | ?
CC(=O)c1ccc(N2CCN(CC(=O)Nc3ccc(N4CCOCC4)cc3)CC2)cc1
    -2% | -19% | 0% | 6 | . | -2% | 0% | . | 0% | . | 4%
Cc1ccc(-c2nc(N)n(S(=O)(=O)c3ccc(C)cc3)n2)cc1
    0% | -2% | -5% | 1 | -6 | 7% | -4% | . | 5% | -3 | 1%
Cc1ccc(C(=O)CSc2nnnn2C(C)C)c(C)c1
    2.8µM* | 13µM* | 2.8µM* | 3 | -5 | ? | 0.67µM* | -1% | -3% | -10 | 11µM*
O=C(Cn1c2ccccc2c(=O)c2ccccc21)N/N=C/c1cc([N+](=O)[O-])ccc1N1CCCCC1
    -1% | -12% | 0% | 7 | -13 | 2% | 0% | 16% | 8% | 7 | 1%
COc1cc(NC(=O)C2CCCCC2)c(OC)cc1NC(=O)CN1CCCCC1
    0% | -6% | -4% | -5 | 14 | 1% | ? | 2% | 0% | -2 | 10%
COc1ccc(NC(=O)N(C)C[C@H]2Oc3c(NS(=O)(=O)c4ccc(OC)cc4)cccc3C(=O)N([C@H](C)CO)C[C@@H]2C)cc1
    . | . | . | . | 6 | 3% | . | 5% | 1% | -22 | .

In the list so far, these contain two or more sulfur atoms.
Results follow in this order: Rab9 prom act | VP16 counter | NPC1 promoter act | Coupling enz | KCNH2 3.1 inh | ELG1 genotoxic | FLuc counter | uPA generation | Tb PFK block | Giardia kill | RORg inh
O=S(=O)(/C=C/c1ccccc1)Nc1cccc(S(=O)(=O)NC2=NCCC2)c1
    0% | 10% | -2% | 5 | 16 | -2% | -9% | -2% | -6% | 8 | -1%
CCCC(=O)Nc1nnc(S(=O)(=O)N2CCCC2)s1
    -1% | 0% | -9% | 0 | -2 | -1% | -1% | 0% | 0% | 4 | 3%
CSCCC(NS(=O)(=O)c1ccc(Br)cc1)C(=O)OCC(=O)NC1CC1 (stereo not given)
    -5% | 8% | -2% | 3 | 13 | -4% | 1% | -1% | -2% | 5 | 2%

(further entries)
Results follow in this order: Rab9 prom act | VP16 counter | NPC1 promoter act | Coupling enz | KCNH2 3.1 inh | ELG1 genotoxic | FLuc counter | uPA generation | Tb PFK block | Giardia kill | RORg inh
COc1ccc(CNC(=O)COC(=O)/C=C/c2ccc(Cl)cc2)cc1
    1% | 1% | -8% | 1 | 20 | -1% | -3% | -7% | 3% | 2 | 1%
C=CCN(C(=O)c1ccccn1)C(C(=O)NCc1ccccc1)c1ccccc1F (stereo not given)
    -5% | 4% | -4% | 1 | 17 | -7% | 1% | 1% | -5% | -1 | 22%
CC(=O)c1cccc(NC(=O)CSc2ccc(-c3ccco3)nn2)c1
    15% | 10% | 12% | . | -15 | -13% | 24µM* | -4% | -28% | -10 | 12%
COc1ccc(-c2cc(C(=O)OCC(=O)c3cccc([N+](=O)[O-])c3)c3cc(C)ccc3n2)cc1
    5% | -3% | 2% | -2 | -12 | -1% | ? | 1% | 3% | 17 | -2%
Cc1cccc(N2CCN(S(=O)(=O)c3c(C)[nH]c(C)c3C(=O)N3CCCCC3)CC2)c1C
    -1% | 3% | -2% | 2 | -4 | -1%[9.26 µM] | 0% | -9% | 7% | 20 | 24%
Nc1ccc(S(=O)(=O)Nc2cnc3ccccc3n2)cc1
    -3%&5% | -5% | 0%&5% | 9&3&6 | 5&-7 | 2%&2% | 4%&-1% | 11%&1% | -3%&-1% | 3&19 | -9%[10 µM]
COC(=O)c1ccc(C(=O)OC)c(NC(=O)COc2ccccc2OC)c1
    1% | 3% | 1% | 0 | . | -1% | 0% | -2% | -17% | 4 | 12%

Rows were taken by chance. About 14% of those tested had a hit in this group.
